Screening data (PubChem BioAssay)
RAM network inh – yeast RAM network inhibition. AID 868. 190,000 compounds, 1.8% hits. S. cerevisiae dse1pr::URA3 reporter, 5-FOA growth OD615, 2 d; analog-sensitive cbk1-as2 kinase mutant strain. inhibition, % at 50 µM;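 active = inhibition above a set limit, 3 SD over mean compound inhibition, cut at about 8.4% in these data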;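 note: 0% = DMSO-only wells with no growth and 100% = 10 µM 1-NA-PP1 full growth; inhibition rescues growth on 5-FOA so higher OD means more RAM inhibition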
TLR4 MyD88 comp – inhibitors of human TLR4-MyD88 binding | O00206+Q99836 | HeLa CL3-4 TLR4/MyD88 BLA complementation, FRET ratio | inhibition, % at 8.4 µM | 200,000 compounds, 0.18% hits; in the data active = inhibition above about 25%;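 note: 0% = vehicle and 100% = reference inhibitor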
Diaphorase act – activates diaphorase or chemically reduces, flagging diaphorase assay artifacts; AID 1229; Diaphorase/resazurin coupled assay, resorufin fluorescence, 16 min; stronger effect = higher value; 1 = vehicle wells, 0 = NADH-free wells; 190,000 compounds, 0.005% hits; activation factor at 20 µM;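 active = diaphorase activity raised at least twofold by the compound at 20 µM; inactive = activation factor below 2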
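Material: Clostridium kluyveri diaphorase, purified enzyme; Quantity: enzyme 0.07 U/mL final; Medium: HEPES pH 7.4 buffer with MgCl2 and Tween 20; Dosing: single compound dose of 20 µM, 1% DMSO final; Schedule: 16 min reaction at room temperature; Measured by: red resorufin fluorescence at 544/590 nm excitation/emission.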
Diaphorase inh – counter-screen for diaphorase-based assays: diaphorase inhibitors and chemical oxidizers; diaphorase resazurin-to-resorufin fluorescence, NADH, 16 min; bacterial (C. kluyveri) enzyme, not human; inhibition, % at 20 µM; 190,000 compounds, 0.69% hits;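 active = primary screen inhibition at 20 µM above a set limit, cut at about 50% in these data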;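 note: plate controls were DMSO with full reaction for no effect and wells lacking NADH for full effect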
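Assay system: diaphorase enzyme from Clostridium kluyveri. Quantity: enzyme working solution with 0.14 U/mL diaphorase. Schedule: reaction incubation of 16 min at room temperature. Technique: resorufin fluorescence, excitation 544 nm, emission 590 nm. Controls: No-NADH positive control and DMSO neutral control.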
PMI activator – activators of human phosphomannose isomerase | P34949 | purified human PMI, coupled resazurin fluorescence, 20 min; stronger effect = higher value; 1 = vehicle control, 0 substrate-free wells | activation factor at 20 µM | 190,000 compounds, 0.005% hits;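 active = activation factor of 2 or more at 20 µM, relative to plate controls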
Target sequence (P34949 whole entry, looked up): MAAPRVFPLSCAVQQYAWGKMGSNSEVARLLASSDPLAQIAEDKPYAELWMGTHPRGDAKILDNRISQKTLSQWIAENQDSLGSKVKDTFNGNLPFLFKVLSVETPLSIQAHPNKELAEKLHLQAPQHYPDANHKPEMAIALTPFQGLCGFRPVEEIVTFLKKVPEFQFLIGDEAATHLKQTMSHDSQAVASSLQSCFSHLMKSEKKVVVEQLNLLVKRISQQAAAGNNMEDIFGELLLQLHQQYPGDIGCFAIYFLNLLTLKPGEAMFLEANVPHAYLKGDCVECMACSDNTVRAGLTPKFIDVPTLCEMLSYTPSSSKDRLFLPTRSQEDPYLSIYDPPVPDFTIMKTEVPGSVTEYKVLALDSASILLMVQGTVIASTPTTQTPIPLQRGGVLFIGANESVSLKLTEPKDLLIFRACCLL
Hsp70 act – Hsp70 transcriptional activation, primary screen | activation, % at 10 µM | HeLa Hsp70 promoter luciferase reporter, luminescence; scaled: vehicle 0, proteasome-inhibitor control 100% | AID 1203 | 200,000 compounds, 0.04% hits;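 active = activation above the mean across all tested compounds plus 3 SD, cutoff set per campaign, cut at about 5.5% in these data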;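 note: 100% = MG132 at 30 µM as the positive control and 0% = DMSO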
Redox H2O2 prof – compounds producing H2O2 with reducing agent – biochemical, NIH compound library profiling, artefact control for MLSCN library redox annotation, primary screen | DTT-dependent redox cycling H2O2, phenol red/HRP absorbance; 100% = 100 µM peroxide control, 0% = buffer | activation, % at 10 µM | 200,000 compounds, 0.03% hits | AID 878;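 active = activation of at least 50% relative to the plate's high and low controls in the primary single-dose screen; inactive = activation below 50%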;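 note: compound incubated with DTT at 0.8 mM final as the reducing agent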
G6PDH counter – counter-screen for G6PDH assay hits: L. mesenteroides G6PDH inhibition. Purified L. mesenteroides G6PDH, diaphorase/resazurin coupled fluorescence, 45 min. inhibition, % at 5 µM. 200,000 compounds, 0.12% hits
S1P3 antag – antagonists of human S1P3 receptor. Q99500. CHO S1P3 NFAT-BLA reporter, FRET fluorescence, antagonist mode. inhibition, % at 4.98 µM. 170,000 compounds, 0.27% hits;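 active = inhibition above the plate cutoff, the mean inhibition of test wells on that plate plus 3 SD, cut at about 28% in these data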;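 note: cells challenged with S1P at its EC80 of 0.8 µM; blue over green emission ratio from cleaved BLA substrate after 4 h stimulation; 0% = S1P-stimulated wells and 100% = unstimulated DMSO-only wells; some compounds past the cut are filed as inactive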
Target sequence (Q99500 whole entry, looked up): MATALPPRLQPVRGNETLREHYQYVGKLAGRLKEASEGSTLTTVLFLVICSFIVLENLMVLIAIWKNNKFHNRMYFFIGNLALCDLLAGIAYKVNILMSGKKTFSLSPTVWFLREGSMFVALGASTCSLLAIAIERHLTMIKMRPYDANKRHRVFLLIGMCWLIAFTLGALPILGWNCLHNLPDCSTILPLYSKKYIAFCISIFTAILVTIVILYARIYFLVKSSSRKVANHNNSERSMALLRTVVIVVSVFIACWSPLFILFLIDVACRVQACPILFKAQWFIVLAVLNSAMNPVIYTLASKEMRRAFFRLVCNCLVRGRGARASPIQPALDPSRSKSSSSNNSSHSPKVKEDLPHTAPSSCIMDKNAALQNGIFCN
PMI act satM6P – increases human PMI activity with near-saturating mannose 6-phosphate | coupled PMI enzyme assay, resazurin fluorescence, 20 min; stronger effect = higher value; 1 = untreated enzyme, 0 = substrate-free blank | activation factor at 20 µM | 190,000 compounds, 0.34% hits | P34949;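 active = activation factor of 2 or more at 20 µM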
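Material: human phosphomannose isomerase with PGI, G6PDH, diaphorase coupling enzymes / Reagent: Man-6-P substrate 1.0 mM / Dosing: single compound dose of 20 µM, 1% DMSO final / Incubation: enzyme reaction with compound 20 min at room temperature / Signal: resorufin fluorescence (Ex 544/Em 590 nm) from resazurin via diaphorase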
Lmaj promast – Leishmania major promastigote growth inhibition. inhibition, % at 10 µM. 200,000 compounds, 9% hits. Leishmania major promastigotes, resazurin fluorescence viability. AID 1063;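 note: promastigotes grown with compound for 44 hours at 28 °C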
* hit, by the source's call; . = no result given. Cut-off read from the data, not from the text of the source, unless noted: active = inhibition above about 50%; inactive = the rest.

Every second line gives: RAM network inh	TLR4 MyD88 comp	Diaphorase act	Diaphorase inh	PMI activator	Hsp70 act	Redox H2O2 prof	G6PDH counter	S1P3 antag	PMI act satM6P	Lmaj promast
- CC(=O)Nc1ccc(NC(=O)CSc2ncnn2-c2ccccc2)cc1
    1.3	-19.3	0.8	16.1	0.9	-0.4	1.7	4.1	.	0.8	-3.8
- Cc1cc(-c2ccccc2)c(C#N)c(SCC(N)=O)n1
    4.4	15.6	0.9	12.5	1	0.6	0.2	15.9	12.8	0.9	-2.8
- CC1CCc2c(sc(N)c2C(=O)OC(C)C)C1 (stereo unspecified)
    2.1	-10.8	0.8	22.8	0.7	-0.1	12.4	10.3	.	0.8	-2.3
- CCc1ccc(Nc2ncc3c(n2)CC(c2ccco2)CC3=O)cc1 (stereo unspecified)
    2.8	-1.8	1	3.3	1	-0.3	-4.8	9.0	-4.0	1.2	18.3
- O=C(/C=C/c1ccc(Br)cc1)Nc1ccc(S(=O)(=O)Nc2ncccn2)cc1
    9.8*	-0.4	1	4.9	1	-0.3	2.3	13.1	0.3	1	51.9*
- COc1ccc(N2CCN(C(=O)c3sc4nc(-c5ccc(F)cc5)cn4c3C)CC2)cc1
    .	3.7	0.9	6.9	0.8	-0.2	-2.2	-32.8	7.8	0.9	-10.9
- Cc1cc(C(=O)NC(=S)Nc2cccc(C(=O)O)c2C)ccc1[N+](=O)[O-]
    1.8	-9.2	0.8	21.3	1	-0.3	-0.6	2.4	-14.4	1	10.9
- CCOC(=O)C(O)(CC(=O)c1ccc(Cl)cc1)C(=O)OCC
    0.3	5.0	1	-0.7	1.2	0.0	0.3	7.0	-3.0	1.1	-5.4
- CC1CCN(c2nc3c(c(=O)n(C)c(=O)n3C)n2CCSc2nc3ccccc3s2)CC1
    3.5	1.9	0.8	21.3	1	0.5	-0.1	1.3	-8.1	0.9	34.5
- Cc1cc(C)c(NC(=O)CO/N=C2\CCCc3nonc32)c(C)c1
    -1.0	1.1	0.9	14.9	0.7	-0.2	0.0	5.2	5.1	1	-3.5
- Cc1ccc(NC(=O)CN2C(=O)N/C(=C/c3ccco3)C2=O)cc1
    7.9	-0.5	0.9	6.8	1	0.2	-3.9	-0.5	.	1	-8.1
- Cn1cnnc1Sc1ccc(S(C)(=O)=O)cc1[N+](=O)[O-]
    2.2	10.7	1	-0.1	1	-0.2	-1.0	0.6	-7.0	0.9	-6.4
- Cn1c(/C(C#N)=C/C2CC=CCC2)nc2ccccc21 (stereo unspecified)
    2.2	-0.4	1	-0.3	0.9	-0.5	1.8	9.3	3.1	1	79.3*
- Cc1sc2nc(CN3CCCCC3)nc(Cl)c2c1C
    1.2	16.3	1	-4.4	1.1	-0.1	0.2	0.4	-14.4	1.1	12.8
- COc1cc(C(=O)NNC(=O)NC2CCCCC2)cc(OC)c1OC
    -0.8	-4.7	1	4.8	1	-0.3	1.6	-1.1	.	0.9	-3.8
- c1csc(-c2noc(CN3CCc4sccc4C3)n2)c1
    1.5	-6.6	0.9	12.6	0.8	-0.1	-0.3	16.5	6.2	0.8	-5.9
- COc1ccc(/C=N/NC(=O)c2cccc(Br)c2)cc1CSc1ccccn1
    0.7	-12.7	0.8	20.7	0.8	-0.5	-0.1	-16.3	5.6	0.8	-4.6
- CCOC(=O)N1CCC(n2c(SCC(=O)N3CCCC3)nc3ccccc3c2=O)CC1
    5.2	7.0	1	2.5	1.1	-0.3	-3.3	5.9	.	1	0.7
- CC(C)c1nc(SCC(=O)NCc2ccccc2)n[nH]1
    -0.2	3.1	0.9	10.0	1.1	-0.2	0.0	2.0	-23.3	1	-2.1
- Cc1cc(OCCN2CCCCC2)nc2ccccc12
    0.5	-14.2	0.9	6.8	1	-0.4	0.2	0.4	.	1	89.0*
- CCOC(=O)c1ccc(NC(=O)c2cc3c(C)nn(-c4ccccc4Cl)c3s2)s1
    3.0	-12.4	0.9	12.0	0.8	-0.4	-0.2	-12.6	-3.8	0.9	0.7
- CC(=O)NC(CC(=O)O)c1ccc(F)cc1 (stereo unspecified)
    1.4	0.4	1	1.0	1	-0.4	0.2	4.3	4.7	1.1	-5.3
- N#C/C(=C/c1ccc(N2CCOCC2)o1)C(=O)Nc1ccccc1
    0.9	2.6	0.8	21.5	0.8	0.3	0.1	6.7	10.6	0.9	-2.3
- COc1ccccc1N1CCN(Cc2cc(=O)n3ccsc3n2)CC1
    2.9	5.5	1	3.4	1	-0.4	-3.7	4.1	.	1	-8.6
- CCOC(=O)C1CCN(C(=O)c2ccc(CNS(=O)(=O)c3ccc(OC)cc3)cc2)CC1
    1.0	6.7	1	4.5	1	0.4	-1.0	2.8	14.9	1	-0.5
- Cc1cc(Cl)ccc1Oc1ncnc2oc(-c3ccccc3)cc12
    3.4	-10.6	1	4.0	0.9	0.0	-9.8	3.2	.	1	-6.5
- COc1ccc(CN=C2NC(=O)CC(C(=O)Nc3cc(C)cc(C)c3)S2)cc1 (stereo unspecified)
    1.2	0.1	0.9	10.0	1	-0.1	-0.3	-0.4	-9.5	0.9	-8.0
- CCn1cc(C(=O)N2CCOCC2)c(=O)c2cc(S(=O)(=O)N(C)C3CCCCC3)ccc21
    1.0	-0.3	0.9	6.6	0.9	0.0	-0.1	5.2	4.7	0.9	-8.8
- CCOc1ccc(NC(=O)C2C(C(=O)O)C3(Cl)C(Cl)=C(Cl)C2(Cl)C3(Cl)Cl)cc1 (stereo unspecified)
    3.7	-0.5	0.8	18.3	0.8	-0.1	-1.1	18.9	-21.6	0.5	12.8
- COc1ccc(NC(=O)N2CCN(C(=O)C(Cc3ccc(F)cc3)NC(C)=O)CC2)cc1 (stereo unspecified)
    0.1	-4.0	0.9	11.7	0.9	0.0	-1.4	10.4	-8.1	0.8	-6.7
- CCN1C(=O)/C(=C/N(C(C)=O)c2ccccc2)N(c2ccccc2)C1=S
    0.9	10.4	0.9	14.5	0.9	-0.2	-0.2	10.6	.	0.9	20.8
- CCN(CCCNC(=O)C1CCN(S(=O)(=O)N2CCC3(CC2)OCCO3)CC1)c1ccccc1
    0.0	-5.7	0.9	9.3	1	-0.6	0.2	5.4	-34.5	0.9	-6.5
- COc1ccccc1N(CC(O)COc1ccc(C)cc1)S(=O)(=O)c1ccccc1 (stereo unspecified)
    12.4*	-6.8	0.9	14.8	0.8	-0.5	0.4	-2.6	-18.1	0.9	30.0
- Cc1onc(-c2ccccc2Cl)c1C(=O)NNC(=O)c1nn(C)cc1Cl
    3.6	6.2	1	1.8	1	0.1	-0.4	12.8	13.5	1.1	-3.6
- Cc1cc2nnc(SCc3ccccc3)n2c(N)n1
    0.9	0.2	0.9	12.2	1.1	-0.3	-0.4	5.2	-43.8	1	3.9
- NC(=O)COC(=O)c1cccc2c1-c1ccccc1C2=O
    1.6	4.1	1	3.7	1.1	-0.1	-0.4	0.1	-22.8	1	-5.7
- O=C(NC(=S)Nc1cc([N+](=O)[O-])ccc1O)c1cccnc1
    2.2	11.4	0.7	32.3	1	-0.1	-0.8	5.5	-8.4	0.9	-5.8
- Cc1ccc(Nc2nnc(SC(C)C(=O)Nc3c(C)n(C)n(-c4ccccc4)c3=O)s2)cc1 (stereo unspecified)
    5.0	-1.9	0.9	10.0	0.9	-0.3	0.4	-13.4	-0.3	1	-5.0
- COc1ccc(CN2C(=O)c3cccnc3C2Nc2cc(Cl)ccc2OC)cc1 (stereo unspecified)
    0.9	8.5	0.8	19.3	1.1	-0.2	-2.0	-18.8	27.3	1.2	-0.6
- COc1cccc(NC(=S)N(CCc2c(C)[nH]c3ccccc23)Cc2ccco2)c1
    7.1	2.2	0.9	13.3	0.9	-0.3	0.5	17.4	7.3	0.9	19.9
- COC(=O)c1cc(Br)c(=O)n(Cc2ccc(C(=O)O)cc2)c1
    2.4	11.9	0.9	8.0	1.1	0.0	2.0	-3.6	-6.5	1	-1.6
- COc1ccccc1CN(C)CC(=O)Nc1ccccc1-c1ccccc1
    0.5	-3.4	0.9	8.1	0.9	-0.2	-0.1	3.9	-4.3	1	28.5
- CC(C)CNC(=O)COc1ccccc1[N+](=O)[O-]
    0.0	-11.1	0.9	10.2	1	-0.6	0.3	0.2	1.1	1.1	-5.1
- Cc1noc(C)c1C(=O)N1CCN(c2ncccn2)CC1
    1.1	9.4	0.9	10.6	0.9	-0.1	0.9	-5.2	-4.2	1	-3.9
- O=c1[nH]c(CSc2nnc(-c3cccnc3)n2C2CCCCC2)nc2ccccc12
    -0.3	0.8	0.9	8.0	1	0.9	0.3	3.2	.	1.1	-3.5
- NNC(=O)CNC(=O)CNS(=O)(=O)c1ccccc1
    1.2	-3.7	1	3.5	1	-0.4	-0.4	2.0	0.6	1	-2.2
- CC(=O)N1CCc2cc(S(=O)(=O)CCC(=O)Nc3ccc4c(c3)OCCO4)ccc21
    0.6	0.1	0.9	11.4	1.1	-0.3	-0.3	6.1	-25.1	1.1	-5.6
